Screening results as filed in PubChem.
VEEV TC-83 Vero: inhibitors of VEEV TC-83 cytopathic effect, confirmation, Vero cells (AID 588727). Vero cells, VEEV TC-83 cytopathic effect inhibition; higher % means a stronger effect. inhibition, % at 20 µM, or IC50 in µM where a hit was titrated. 350,000 tested, 0.13% active; in the data active = a potency from the dose series; inconclusive = inhibition mostly from about 14% at the one dose, without a potency; inactive = the rest, 99 in 100 with inhibition below about 12%; also: strong numbers were not always called active
Salmonella PhoP GFP: PhoP regulon inhibitors, Salmonella typhi PhoP promoter GFP reporter, confirmatory (AID 1850) | Salmonella Typhi PhoP-promoter GFP reporter, fluorescence, 4 h; higher % means a stronger effect | one-dose inhibition, % at 50 µM; IC50 in µM for titrated hits | 310,000 tested, 0.33% active; in the data active = a potency from the dose series; inconclusive = inhibition mostly from about 25% at the one dose, without a potency; inactive = the rest, 99 in 100 with inhibition below about 19%;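 also: 0% = induced wells with vehicle and 100% = uninduced wells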
H1N1 NS1A inhibition: H1N1 influenza NS1A inhibitors, functional cell based assay (AID 504329); inhibition, % at 12.5 µM; hits with a dose series show IC50 in µM; 340,000 tested, 0.3% active; NS1A functional cell-based assay, percent inhibition; higher % means a stronger effect; in the data active = a potency from the dose series; inconclusive = inhibition above about 27% without an active follow-up result; also: strong numbers were not always called active
tuberculosis growth: growth inhibition of non-replicating M. tuberculosis (AID 488890); Mycobacterium tuberculosis non-replicating, growth inhibition; higher % means a stronger effect; 320,000 tested, 0.39% active; inhibition, % at 25 µM, or IC50 in µM where a hit was titrated; in the data active = a potency from the dose series; inconclusive = inhibition mostly from about 82% at the one dose, without a potency; inactive = the rest, 99 in 100 with inhibition below about 76%;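 also: plate controls were DMSO cells for no effect and high antibiotic wells for full effect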
H37Rv inhibition: M. tuberculosis growth inhibition, HTS (AID 449762); M. tuberculosis H37Rv growth inhibition, 7H9 media; higher % means a stronger effect; one-dose inhibition, % at 25 µM; IC50 in µM for titrated hits; 330,000 tested, 0.59% active; in the data active = a potency from the dose series; inconclusive = inhibition above about 70% without an active follow-up result;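 also: bacterial growth assessed after seven days of incubation; strong numbers were not always called active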
VEEV TC-83 Vero 10K pilot screen: also measured in VEEV TC-83 Vero; calls as there; inhibition, %; measured here: 10K pilot screen inhibition
Numbers without * were called inactive; i = inactive; ? = inconclusive; nt = no result given.

SMILES	VEEV TC-83 Vero	Salmonella PhoP GFP	H1N1 NS1A inhibition	tuberculosis growth	H37Rv inhibition	others
CCOC(=O)C1CCN(S(=O)(=O)c2ccc(OCC)cc2)CC1	1.6%	10%	-10%	10%	-1%
O=C(Cn1c(=O)ccn(Cc2ccccc2)c1=O)Nc1cccc(S(=O)(=O)N2CCOCC2)c1	1.7%	nt	-7%	nt	nt
COCCNc1oc(Cc2cccc3ccccc23)nc1C#N	i	-9%	-4%	21%	3%
COc1ccc(C(=O)Nc2ccccc2C(=O)N2CCN(c3ccccc3)CC2)cc1	9.3%	-4%	-10%	31%	-1%
O=C(Cn1nnc(-c2ccc(F)cc2)n1)OCC(=O)c1ccccc1	1.0%	8%	-3%	17%	4%
CCCC(=O)Nc1cccc(NC(=O)c2ccc3c(c2)OCO3)c1	8.1%	-7%	11%	24%	6%
CCOCCCNc1nc2c([nH]1)c(=O)n(C)c(=O)n2C	0.8%	-2%	5%	2%	2%
CC1CCCN(CCCOc2ccc(Br)cc2Cl)C1 (stereo not given)	3.8%	13%	3%	47%	1%
Cn1cnnc1SC1c2cccc3cccc(c23)C1NS(=O)(=O)c1ccc(Cl)cc1 (stereo not given)	8.6%	-8%	-4%	0%	-2%
O=C(N1CCCCCC1)n1c(Cc2ccccc2)nc2ccccc21	i	3%	7%	9%	-2%
CCOc1ccccc1NS(=O)(=O)c1ccc2[nH]c(=O)ccc2c1	0.2%	5%	-2%	-9%	0%
COc1cc2nc(N3CCN(c4cc(C)ccc4C)CC3)nc(N)c2cc1OC	i	-6%	12%	?	14µM*
Cn1cc(C(=O)N/N=C/c2ccc([N+](=O)[O-])cc2)c2ccccc21	i	-2%	nt	-21%	68%
CC(=O)[C@@]1(O)CC[C@H]2[C@@H]3C[C@H](C)C4=CC(=O)CC[C@]4(C)[C@H]3CC[C@@]21C	0.8%	-8%	3%	10%	-3%
CCOC(=O)N1CCN(C(=O)C2CCCN(S(=O)(=O)c3cc(C)ccc3OC)C2)CC1 (stereo not given)	0.6%	-2%	-8%	-8%	-4%
CCOC(=O)CSc1cc(-c2ccccc2)nc2ncnn12	0.7%	-3%	-15%	?	?
CC1CCCCN1CCNC(=O)c1cc2c(-c3ccccc3F)nn(C)c2s1 (stereo not given)	2.2%	nt	3%	38%	-6%
Cc1ccc(C)c(OCCC(=O)NNC(=O)c2ccccc2F)c1	0.6%	-3%	4%	-8%	0%
O=C(Nc1cc2c3c(c1)C1CCCC1CN3CC1CCCC21)c1ccccc1 (stereo not given)	7.0%	18%	13%	25%	6%
CCc1cccc(C)c1NC(=O)CSc1ncn[nH]1	0.2%	6%	20%	-12%	-8%
O=C(Nc1ccccc1N1CCCCC1)c1ccc(N2C(=O)c3ccccc3C2=O)cc1	7.5%	-4%	-5%	5%	-4%
O=C(Nc1ccc(SC(F)F)cc1)c1cc(-c2ccncc2)nc2ccccc12	6.8%	nt	-6%	19%	0%
CCOC(=O)C1CCN(C(=O)CSCc2nc(-c3ccc(OCC)cc3)oc2C)CC1	2.4%	-6%	-2%	10%	43µM*
Cc1nn(-c2ccccc2)c(Cl)c1/C=C1/C(=N)N2N=C(C(C)C)SC2=NC1=O	9.2%	2%	-1%	7%	0%
CN(CCCC(=O)Nc1ccc(Br)cc1F)S(=O)(=O)c1ccccc1	i	0%	-4%	57%	7%
N#Cc1ccccc1OCC(=O)NCc1ccccc1CN1CCCC1	0.7%	nt	9%	14%	2%
CC12CCC(=O)N1C(C(=O)Nc1ccc(Cl)c(Cl)c1)CS2 (stereo not given)	0.4%	2%	-18%	-8%	-4%
CCOC(=O)C1CCN(C(=O)CN2C(=O)CSc3ccc(S(=O)(=O)N4CCOCC4)cc32)CC1	2.9%	4%	-1%	0%	5%
CN1CCCC(OC(=O)c2cc(Br)ccc2Cl)C1 (stereo not given)	0.2%	-5%	9%	-4%	-4%
CC(C)Cc1nnc(NC(=O)CCC(=O)N2CCCCC2)s1	4.3%	-1%	3%	-5%	-7%
O=C(COC(=O)c1ccc(Oc2ccccc2)cc1)Nc1nnc(-c2ccccc2)o1	1.1%	11%	-1%	?	32%
COc1cccc(NC(=O)c2ccco2)c1	2.9%	-4%	17%	5%	-4%	VEEV TC-83 Vero 10K pilot screen=1.8
COc1ccc(CCNC(=O)COC(=O)/C=C/c2cccs2)cc1OC	i	-7%	5%	-2%	-1%
COCCNC(=O)C(OC(=O)c1cccs1)c1ccc(F)cc1 (stereo not given)	1.0%	-6%	-6%	5%	2%
Cc1ccccc1NC(=O)NC1(C(=O)N2CCCC2)CCCCC1	1.0%	8%	1%	-18%	1%
COc1ccc(Cl)cc1C(=O)Nc1cccnc1	2.4%	-7%	-7%	5%	-32%
CCCn1c(SCC(=O)NC2CCCC(C)C2C)n[nH]c1=O (stereo not given)	0.1%	1%	8%	4%	-4%
O=C(NCC(c1ccco1)N1CCN(c2ccc(F)cc2)CC1)c1ccco1 (stereo not given)	1.9%	6%	-1%	-5%	-2%
COc1ccc(CC(=O)Nc2ccccc2-c2ccccc2)cc1OC	i	-1%	3%	19%	2%
CC12CC3(C)CC(C)(C1)CC(C(=O)Nc1nn[nH]n1)(C2)C3	1.4%	-1%	-8%	57%	-5%
COC(=O)COc1ccc2c(-c3ccc(OC)cc3)cc(=O)oc2c1	0.7%	8%	-2%	0.78µM*	?
COc1ccc(C(c2nnnn2CS(=O)(=O)c2ccc(C)cc2)N2CCN(Cc3ccccc3)CC2)cc1 (stereo not given)	i	0%	1%	32%	3%
CC(C)n1c(SCc2ccc(Cl)cc2)nc2c1c(=O)[nH]c(=O)n2C	i	-5%	1%	25%	1%
O=C(O)c1ccoc1CN1CCCCC1	i	-11%	-7%	-8%	-4%
CCOC(=O)/C(C#N)=C1/C=Nc2ccccc2N1	0.1%	2%	0%	3%	0%
COc1ccc(C)cc1NC(=O)C(C)N1CCOCC1 (stereo not given)	0.3%	5%	-34%	2%	1%
O=C(NC1CCCC1)C1=COCCO1	0.2%	-5%	-7%	27%	1%
COC(=O)C1=C(C)NC2=C(C(=O)CC(C)(C)C2)C1c1ccsc1 (stereo not given)	2.8%	6%	3%	6%	-5%
CCC(=O)c1ccc(OC(=O)/C=C/c2cc(OC)c(OC)c(OC)c2)cc1	0.2%	8%	-3%	?	24%
CCOc1ccc2noc3c2c1C(=O)c1ccccc1-3	i	-40%	8%	50%	7%

Looked up by structure from above:
SMILES	VEEV TC-83 Vero	Salmonella PhoP GFP	H1N1 NS1A inhibition	tuberculosis growth	H37Rv inhibition	others
COC(=O)C1=C(C)NC2=C(C(=O)CC(C)(C)C2)C1c1ccsc1 (stereo not given)	2.8%	6%	3%	6%	-5%
CCOC(=O)C1CCN(C(=O)CN2C(=O)CSc3ccc(S(=O)(=O)N4CCOCC4)cc32)CC1	2.9%	4%	-1%	0%	5%
CCOC(=O)CSc1cc(-c2ccccc2)nc2ncnn12	0.7%	-3%	-15%	?	?

Additional structures:
SMILES	VEEV TC-83 Vero	Salmonella PhoP GFP	H1N1 NS1A inhibition	tuberculosis growth	H37Rv inhibition	others
O=C(CSCc1ccccc1)N/N=C/c1ccc(OCC(=O)N2CCCCC2)cc1	1.7%	3%	-1%	36%	-5%
CCCc1nnc(NS(=O)(=O)c2ccc(OC)cc2)s1	3.7%	1%	-11%	6%	-5%
CCOCC(=O)Nc1nc2c(s1)C(=O)CC(C)(C)C2	0.8%	nt	3%	nt	-7%
CCCC(=O)NC(=S)c1c(C)n(C)n(-c2ccccc2)c1=O	1.8%	4%	-1%	-17%	-3%
CC(=NCCCn1ccnc1)c1c(C)[nH]n(-c2ccc([N+](=O)[O-])cc2)c1=O	0.7%	19%	-14%	3%	-3%
O=C1NC(c2cccc3ccccc23)Nc2ccccc21 (stereo not given)	12%	nt	3%	nt	nt
C[C@]12CC[C@H](O)C[C@@H]1CC[C@@H]1[C@@H]2CC[C@]2(C)[C@@H](C(=O)O)C[C@@H]12	0.4%	-12%	-3%	-7%	0%
CCc1cc2c3c(c1)C1(C(=O)N3C(C)(C)C=C2C)C(C#N)=C(N)Oc2[nH]c(=O)[nH]c(=O)c21 (stereo not given)	5.6%	7%	4%	?	?
Cc1ccc(NC(=O)c2cc(=O)[nH]c3ccc(S(=O)(=O)N4CCOCC4)cc23)nc1	7.3%	-5%	-9%	-14%	-3%
O=C(NNC(=O)c1cccs1)c1ccc(S(=O)(=O)N2CCCCC2)cc1	5.5%	0%	-7%	26%	1%
CCCCn1c(O)c(C(C)=NC(Cc2c[nH]c3ccccc23)C(=O)OC)c(=O)[nH]c1=O (stereo not given)	0.1%	-11%	3%	12%	-2%	VEEV TC-83 Vero 10K pilot screen=1.8
Cc1ccc(C(=O)N/C(=C\c2cccc([N+](=O)[O-])c2)C(=O)NCc2ccncc2)cc1	0.3%	-5%	39%	0%	3%
O=S(=O)(Cc1ccccc1)Nc1ccccc1	0.1%	8%	-21%	31%	3%
O=C(Cc1cccs1)N(Cc1ccco1)C1(C(=O)NC2CCCCC2)CCCCC1	2.0%	4%	-10%	31%	-4%
O=C(O)COc1ccccc1/C=N/NC(=O)c1cccc(S(=O)(=O)N2CCOCC2)c1	0.1%	47%	3%	28%	1%
Cc1cc([N+](=O)[O-])nn1CCCC(=O)Nc1cccc(Cl)c1Cl	i	-6%	-3%	3%	3%
Cc1ccc(S(=O)(=O)n2nc(C)cc2N)cc1	1.3%	-18%	-9%	-29%	-6%
CN(C(=O)COC(=O)C1CCN(S(=O)(=O)c2ccc3c(c2)OCCO3)CC1)C1CCS(=O)(=O)C1 (stereo not given)	1.6%	1%	-8%	-25%	-5%
COc1ccc(OCCC(=O)Nc2ccc(S(N)(=O)=O)cc2)cc1	0.3%	14%	-1%	4%	5%
CN=C1S/C(=C\c2ccc(O)c(Br)c2)C(=O)N1C	0.4%	-8%	3%	8%	25%
COc1cccc(/C=C(\C#N)c2nc3ccccc3[nH]2)c1OCC(=O)O	0.3%	11%	-13%	4%	-1%
COc1cccc(/C=C/C(=O)NNC(=O)c2ccncc2)c1	i	-5%	-14%	55%	62%
COc1ccc(NC(=O)c2nc[nH]c2C(=O)N(C)Cc2ccccc2)cc1	3.3%	-21%	-3%	31%	9%
CCN(CC(=O)Nc1ccc2c(c1)OCCO2)C(=O)c1ccc(C)c(S(=O)(=O)N2CCOCC2)c1	0.7%	1%	-6%	11%	?
COc1ccc(C2NC(C(=O)O)Cc3c2[nH]c2ccccc32)cc1CN1CCN(c2ccc(F)cc2)CC1 (stereo not given)	i	7%	-3%	72%	11%
Cc1nn2c(COc3ccc(NC(=O)c4ccccc4)cc3)nnc2c2ccccc12	0.6%	-8%	7%	-14%	4%
COc1ccccc1C(CNC(=O)c1ccc(C)c(S(=O)(=O)N2CCCCC2)c1)N(C)C (stereo not given)	2.1%	nt	-9%	27%	-9%

Sorted by molar mass (low to high): some entries from above.
SMILES	VEEV TC-83 Vero	Salmonella PhoP GFP	H1N1 NS1A inhibition	tuberculosis growth	H37Rv inhibition	others
CCCC(=O)NC(=S)c1c(C)n(C)n(-c2ccccc2)c1=O	1.8%	4%	-1%	-17%	-3%
Cc1cc([N+](=O)[O-])nn1CCCC(=O)Nc1cccc(Cl)c1Cl	i	-6%	-3%	3%	3%
O=C(Nc1cc2c3c(c1)C1CCCC1CN3CC1CCCC21)c1ccccc1 (stereo not given)	7.0%	18%	13%	25%	6%

Structures listed so far that have two or more sulfur atoms (five):
SMILES	VEEV TC-83 Vero	Salmonella PhoP GFP	H1N1 NS1A inhibition	tuberculosis growth	H37Rv inhibition	others
Cn1cnnc1SC1c2cccc3cccc(c23)C1NS(=O)(=O)c1ccc(Cl)cc1 (stereo not given)	8.6%	-8%	-4%	0%	-2%
CCOC(=O)C1CCN(C(=O)CN2C(=O)CSc3ccc(S(=O)(=O)N4CCOCC4)cc32)CC1	2.9%	4%	-1%	0%	5%
CCCc1nnc(NS(=O)(=O)c2ccc(OC)cc2)s1	3.7%	1%	-11%	6%	-5%
O=C(NNC(=O)c1cccs1)c1ccc(S(=O)(=O)N2CCCCC2)cc1	5.5%	0%	-7%	26%	1%
CN(C(=O)COC(=O)C1CCN(S(=O)(=O)c2ccc3c(c2)OCCO3)CC1)C1CCS(=O)(=O)C1 (stereo not given)	1.6%	1%	-8%	-25%	-5%
